aDG glyco act: activators of alpha-DG glycosylation, primary screen, uHTS, Pro5-aDG cells, AlphaScreen. activation, % at 10 µM. alpha-DG glycosylation AlphaScreen (IIH6); 0% Pro5, 100% B10-LARGE cell signal. AID 624168, 2012. 0.22% of 360,000 active;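 active = activation of at least 8% versus controls, or a plate z-score of at least 8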;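 note: Pro5 are CHO cells carrying HIG-tagged alpha-DG that lacks glycosylation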
ABCB6 inh MLPCN: ABCB6 transporter inhibitors, primary screen, K562-ABCB6 cells, flow cytometry, MLPCN library | 0.19% of 360,000 active | fluorescence ratio to DMSO, % at 10 µM | K562-ABCB6 porphyrin accumulation, 1 h; hits give low values | ATP-binding cassette sub-family B member 6 (Homo sapiens), Q9NP58;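 active = fluorescence ratio to DMSO below 75%, the collection mean minus 3 SD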;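 note: signal is porphyrin accumulated inside mitochondria; 100% equals median channel fluorescence of DMSO control wells; lower ratio means ABCB6 inhibition with less porphyrin fluorescence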
hiPSC survival: enhancers of single-cell hiPSC survival, primary screen, ATPlite luminescence; 0.044% of 360,000 active; survival enhancement, % at 20 µM; 100% = ROCK inhibitor wells, 0% = DMSO; AID 602274, 2012; in the data active = survival enhancement above about 18%;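 note: cells exposed to compounds for 16 hours before the ATP read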
Vif imaging: HIV Vif self-association inhibitors, primary screen, imaging, HEK293T, single point; HEK293T cells, Vif self-association by quenched fluorescence, 24 h; inhibition, % at 7.49 µM; 0.35% of 340,000 active; AID 602346, 2012; in the data active = inhibition above about 50%, passing the limit was not always enough; note: some results filed as inactive read as strong as hits
Granule exo inh: LAMP-1 surface exposure blockers, TALL-104 cells – cell-based, flow cytometry, MLPCN library, primary screen | 0.66% of 360,000 active | TALL-104 LAMP-1 surface exposure; cells stimulated with thapsigargin and PMA | AID 651702, 2012 | inhibition, % at 10 µM;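 active = inhibition above about 55%, limit read from the data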
N-glyco inh: increase of ERlucT glycosylation luciferase signal, primary screen, N-linked glycosylation inhibitor project, D54 ERlucT cells, luminescence, set 2. 0.23% of 360,000 active. D54 ERlucT glycosylation luciferase reporter, 24 h; percent of 100 nM tunicamycin response. reporter increase, % at 12.5 µM;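 active = mean luciferase reporter signal, scaled so untreated is 0 and the glycosylation-blocking control 100, at or above a set limit in every replicate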;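 note: luciferase carries N-glycosylation sites so blocking glycosylation raises the light; 0% = median of neutral control wells and 100% = median of 100 nM tunicamycin wells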
Cardio protect: cardioprotection against H2O2-induced cell death, primary screen, uHTS, H9c2 cells, ATPLite luminescence; H9c2 cardiomyocytes, H2O2 injury protection, 2 h; protection from H2O2 cell death, % at 20 µM; 0.63% of 360,000 active;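 active = compounds giving at least 50% protection of heart cells from peroxide-induced death in the single-dose screen, raw or plate-pattern-corrected value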;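 note: 0% = DMSO wells with peroxide and 100% = DMSO wells without peroxide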
m5-HT2A agonist: mouse Htr2a agonists via beta-arrestin recruitment, primary screen, cell-based, luminescence | activation, % at 7.6 µM | CHO-K1 mHTR2A beta-arrestin complementation; percent of 30 µM serotonin response | 5-hydroxytryptamine receptor 2A (Mus musculus), P35363 | 0.66% of 360,000 active;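 active = activation above a run cutoff, the mean activation of all tested compounds plus 3 SD, cut at about 14% in these data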;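 note: 0% = plate median of compound wells and 100% = 30 µM serotonin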
Target sequence (P35363 whole entry, looked up): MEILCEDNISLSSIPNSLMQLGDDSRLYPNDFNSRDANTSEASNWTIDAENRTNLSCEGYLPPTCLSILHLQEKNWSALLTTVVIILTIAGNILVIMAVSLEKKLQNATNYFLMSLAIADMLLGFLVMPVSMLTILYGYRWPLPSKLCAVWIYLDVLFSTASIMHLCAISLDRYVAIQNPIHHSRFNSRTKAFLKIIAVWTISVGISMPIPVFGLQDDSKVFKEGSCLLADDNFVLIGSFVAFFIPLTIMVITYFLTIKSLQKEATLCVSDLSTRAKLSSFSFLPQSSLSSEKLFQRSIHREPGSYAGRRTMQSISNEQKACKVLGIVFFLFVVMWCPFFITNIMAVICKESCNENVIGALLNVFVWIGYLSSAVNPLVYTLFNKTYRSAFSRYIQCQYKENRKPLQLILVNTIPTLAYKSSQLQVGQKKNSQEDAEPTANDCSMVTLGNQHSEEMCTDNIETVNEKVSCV
CaV13 ICDI inh: Primary screen for inhibitors of IQ motif and Ca2+-dependent inactivation inhibitor domain binding in CACNA1D, Förster resonance energy transfer in living cells, …; HEK cells, CFP/YFP FRET ICDI-IQ, plate reader, 10 min; percent FRET-ratio fall versus neutral wells; inhibition, % at 12.3 µM; 0.098% of 340,000 active; AID 743397;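 active = mean replicate inhibition of at least 30% and at least 1% of replicates passing that level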;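 note: 0% = median of the neutral control wells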
PDI inh: inhibitors of human PDI, primary screen, biochemical, turbidity, single point, plate reader; 0.052% of 350,000 active; PDI insulin aggregation turbidity, A650, 90 min; inhibition, % at 10 µM; AID 588391, 2011;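 active = mean inhibition across replicates of 30% or more, whatever share of single replicates reach that level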;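 note: absorbance from insulin aggregation driven by PDI reduction with DTT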
Target sequence (P07237 whole entry, looked up): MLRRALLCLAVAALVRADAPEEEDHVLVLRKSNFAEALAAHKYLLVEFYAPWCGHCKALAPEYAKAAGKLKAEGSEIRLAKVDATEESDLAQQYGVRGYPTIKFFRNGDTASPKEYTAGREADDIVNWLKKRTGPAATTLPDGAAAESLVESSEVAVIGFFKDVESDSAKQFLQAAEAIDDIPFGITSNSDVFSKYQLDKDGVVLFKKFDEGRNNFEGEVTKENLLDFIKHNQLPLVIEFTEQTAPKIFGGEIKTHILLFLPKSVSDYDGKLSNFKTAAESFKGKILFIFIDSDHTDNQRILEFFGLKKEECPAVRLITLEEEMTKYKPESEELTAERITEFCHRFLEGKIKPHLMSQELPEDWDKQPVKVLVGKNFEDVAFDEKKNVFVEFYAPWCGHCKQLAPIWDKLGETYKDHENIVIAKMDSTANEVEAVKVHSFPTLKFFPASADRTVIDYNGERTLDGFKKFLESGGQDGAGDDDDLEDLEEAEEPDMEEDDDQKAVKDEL
* = called active by the depositor; / = no result given; & = joins results of further samples. Hits appear at their usual frequency; any-hit rate near 3.1%.

Values in the order – aDG glyco act, ABCB6 inh MLPCN, hiPSC survival, Vif imaging, Granule exo inh, N-glyco inh, Cardio protect, m5-HT2A agonist, CaV13 ICDI inh, PDI inh
> O=[N+]([O-])c1ccc(O)c(NC(=S)Nc2ccccc2)c1
 : -0.1, 104, -2.2, -8, -1, 0, -11, -1, -3, -7
> O=C(c1cc(-c2ccncc2)nc2c(Cl)cccc12)N1CCN(c2ccccc2F)CC1
 : -0.3, 102, -0.1, -8, 5, 17, 4, -11, -6, 5
> CCOc1ccc(Cc2nc(C)c(CC(=O)N3CCOCC3)c(=O)[nH]2)cc1
 : 0.0, 99, 3.4, 13, -4, 2, -2, 3, /, 0
> COc1ccccc1Cc1c(-c2ccc(F)cc2)nc2ccc(Br)cn12
 : -0.2, 178, 1.9, /, -5, -3, -4, 3, -4, /
> CN(C(=O)c1cccc(NC(=O)Cc2cccc(NC(=O)C3CCN(C(=O)CCc4ccccc4)CC3)c2)c1)C1CC1
 : 0.0, 95, 0.0, -2, 0, 0, -16, -4, -7, 8
> CCc1cccc(OCCCCNCCOC)c1
 : 0.8, 93, -3.9, -2, -5, -1, 3, 7, -5, 3
> CCCCN1CC(=O)N2[C@H]3c4ccc(OC)cc4OC[C@@H]3[C@H](c3ccccc3)[C@]2(C)C1=O
 : 0.7, 96, -1.7, -3, 3, 0, 2, -4, -5, 8
> CC(=O)[C@@H]1[C@@H](C(=O)c2ccc(C)cc2)[C@]2(C(=O)Nc3ccccc32)[C@H]2C=Cc3cc(F)ccc3N12
 : -0.3, 158, -1.7, -3&6, 8, -2, 3, 3, -4, 9
> Cc1ccccc1NC(=O)c1sc(NC(=O)C2CC2)nc1C
 : -0.1, 99, -0.2, 5, -1, -3, 5, 5, -6, 4
> CCC(C)N(C(=O)COC(=O)/C=C/c1ccc(O)c(OC)c1)C1CCS(=O)(=O)C1 (stereo unspecified)
 : 0.2, 107, 4.0, 0, 0, 1, -3, 4, -4, 16
> CCc1ccc(C(C)NC(=O)C2CCCO2)cc1 (stereo unspecified)
 : 0.1, 98, -0.4, 0, -4, 2, 1, 8, 1, -3
> NNc1cc2c(nn1)CCN(C(=O)c1ccccc1)C2
 : -0.2, 155, 0.8, -5, 6, 1, 2, 7, -7, -5
> COc1cc(S(=O)(=O)NCc2ccncc2)c(OC)cc1Cl
 : 0.5, 102, 5.2, -16, -2, 1, -4, 3, -4, 3
> N#CC1(NC(=O)CSc2nnc(C3CC3)n2C2CC2)CCCCC1
 : -0.2, 100, 1.8, -12, -15, -1, 4, 1, -5, 9
> CC(C)C(NC(=O)c1ccc(F)cc1)C(=O)Nc1cccnc1 (stereo unspecified)
 : -0.1, 88, -0.8, 4, 6, 4, -3, 0, -3, 0
> O=C(Nc1ccc(Br)cc1)C(c1ccccc1)c1ccccc1
 : 0.0, 101, -2.1, -17, 1, -4, -5, -6, /, /
> O=c1oc(-c2cccc(Cl)c2)nc2c1cnn2-c1ccccc1
 : -0.1, 93, 0.0, 4, -3, 1, -1, 0, -5, -6
> CC1CCN(S(=O)(=O)N2CCC(C(=O)NC(C)c3ccccc3)CC2)CC1 (stereo unspecified)
 : -0.2, 89, 1.8, -13, -8, 0, -1, 1, -4, -5
> O=[N+]([O-])c1ccccc1/C=C/CN1CCSCC1
 : -0.1, 100, 0.1, 3, -4, -1, 1, -2, -2, 1
> CC(=O)Oc1ccc(/C(C)=N/N2CCN(Cc3ccc(C)cc3)CC2)cc1
 : 0.0, 93, 1.1, -1, 18, 1, -3, -1, -5, -12
> CCN(CC)S(=O)(=O)c1ccc(N2CCOCC2)c(NC(=O)CC2OC(=O)c3ccccc32)c1 (stereo unspecified)
 : -0.1, 103, -0.5, 28, -7, -2, 4, -1, -6, -2
> CCOC(=O)C1(S(=O)(=O)c2ccccc2)CCN(Cc2ccc(Cl)cc2)CC1
 : 0.2, 93, -3.7, -18, 3, -5, -10, -2, -4, -5
> CCN(CC(=O)NCc1cccs1)C(=O)c1cccc(S(=O)(=O)Nc2cccc(C)c2)c1
 : -0.1, 95, -0.4, -2, 1, -2, 2, 0, -5, -4
> O=S(=O)(CCNCc1cccs1)c1ccc(Cl)cc1
 : 0.1, 103, -0.2, -2, 9, 1, 7, -2, -18, -5
> COc1ccc(C2NC(=O)c3ccccc3O2)c(OC)c1OC (stereo unspecified)
 : -0.1, 94, 4.2, 2, -5, 3, 35, 2, -3, 3
> CCCN(CC(=O)Nc1ccccc1C)C(=O)C1CC(=O)N(c2ccccc2C(C)CC)C1 (stereo unspecified)
 : 0.2, 98, 0.5, -5, -2, -1, 1, 2, -6, -4
> O=C(NNC(=O)C1C2C=CC(C2)C1C(=O)O)c1ccccc1O (stereo unspecified)
 : -0.1, 92, -0.4, 13, -2, 1, 1, -1, -4, 5
> NNC(=O)CN1C(=O)Nc2ccc(Br)cc2C1c1ccccc1 (stereo unspecified)
 : -0.4, 100, 1.3, -5, -1, 0, 3, 0, -7, -5
> COc1ccccc1C1CC(=O)Oc2cc(C)c(Cl)c(C)c21 (stereo unspecified)
 : 0.3, 106, -1.5, 2, -2, 0, -15, 7, -6, -15
> CC1(C(=O)Nc2ccc(Cl)c(C(F)(F)F)c2)Cc2c(-c3cccc(C(N)=O)c3)ccnc2O1 (stereo unspecified)
 : -0.1, 96, 0.0, -7, 3, 1, -3, 2, -4, 12

Some of these compounds in order of formula weight, high to low:
Values in the order – aDG glyco act, ABCB6 inh MLPCN, hiPSC survival, Vif imaging, Granule exo inh, N-glyco inh, Cardio protect, m5-HT2A agonist, CaV13 ICDI inh, PDI inh
> CCN(CC)S(=O)(=O)c1ccc(N2CCOCC2)c(NC(=O)CC2OC(=O)c3ccccc32)c1 (stereo unspecified)
 : -0.1, 103, -0.5, 28, -7, -2, 4, -1, -6, -2
> CC(=O)Oc1ccc(/C(C)=N/N2CCN(Cc3ccc(C)cc3)CC2)cc1
 : 0.0, 93, 1.1, -1, 18, 1, -3, -1, -5, -12
> COc1ccccc1C1CC(=O)Oc2cc(C)c(Cl)c(C)c21 (stereo unspecified)
 : 0.3, 106, -1.5, 2, -2, 0, -15, 7, -6, -15
> O=S(=O)(CCNCc1cccs1)c1ccc(Cl)cc1
 : 0.1, 103, -0.2, -2, 9, 1, 7, -2, -18, -5
> CC(C)C(NC(=O)c1ccc(F)cc1)C(=O)Nc1cccnc1 (stereo unspecified)
 : -0.1, 88, -0.8, 4, 6, 4, -3, 0, -3, 0

Profiles, quoted from the list. Order of values: aDG glyco act	ABCB6 inh MLPCN	hiPSC survival	Vif imaging	Granule exo inh	N-glyco inh	Cardio protect	m5-HT2A agonist	CaV13 ICDI inh	PDI inh
CCOC(=O)C1(S(=O)(=O)c2ccccc2)CCN(Cc2ccc(Cl)cc2)CC1 is listed with 0.2	93	-3.7	-18	3	-5	-10	-2	-4	-5
CCc1cccc(OCCCCNCCOC)c1 is listed with 0.8	93	-3.9	-2	-5	-1	3	7	-5	3
O=C(Nc1ccc(Br)cc1)C(c1ccccc1)c1ccccc1 is listed with 0.0	101	-2.1	-17	1	-4	-5	-6	/	/

The listing continues:
Values in the order – aDG glyco act, ABCB6 inh MLPCN, hiPSC survival, Vif imaging, Granule exo inh, N-glyco inh, Cardio protect, m5-HT2A agonist, CaV13 ICDI inh, PDI inh
> Cc1ccccc1C(=O)Nc1ccc(Br)c(C)n1
 : -0.1, 99, -2.2, 27, 2, -2, -10, 3, /, -2
> COc1ccc(N2C(=O)C(Cl)=C(Oc3cccc(OC)c3)C2=O)cc1
 : -0.5, 100, 3.7, 17, 34, 0, -28, 4, /, 4
> Cc1cc(NC(=O)CSc2nnc(Cc3ccccc3)o2)no1
 : -0.1, 179, 0.5, 10, 4, 1, 5, -3, -5, 0
> CN(C)CCCN(C(=O)c1ccc(S(=O)(=O)N2CCc3ccccc32)cc1)c1nc2ccc(F)cc2s1
 : 0.2, 101, 0.0, -7, 43, -4, -17, -11, 1, 21
> NC(=O)C[n+]1cccc2ccccc21
 : 0.0, 102, -0.9, -4, 0, 1, -1, 5, -10, 6
> CC(C)CCn1c(=O)c2ccccc2n2c(CCl)nnc12
 : 0.2, 95, -0.8, 12, 0, 5, -3, 4, -7, 4
> CC1CCCN(C(=O)Cn2nnc(-c3ccccc3F)n2)C1 (stereo unspecified)
 : 0.1, 104, -0.6, -13, -8, 1, 1, 9, -6, -3
> COc1ccc(/C=C/C(=O)NC(=S)N2CCSCC2)cc1
 : 0.0, 122, -2.9, -7, 0, -1, -6, -3, -5, 8
> CC1(C(=O)NS(=O)(=O)c2ccccc2Cl)CCN1C(=O)C1CC1 (stereo unspecified)
 : 0.0, 96, -1.4, 8, -3, 3, 3, 0, -11, -2
> O=C1Nc2ccccc2-c2nnnn2C1N1CCCCC1 (stereo unspecified)
 : 0.0, /, /, /, -4, /, /, -1, -4, /
> CC(C)CC(NC(=O)C1CCC(C)CC1)C(=O)Nc1ccccn1 (stereo unspecified)
 : 0.4, 102, -1.6, /, -3, /, -14, 3, -5, -2
> Cc1cccc(-c2nc(CN3CCCC(C(=O)NC4CCC(C)CC4)C3)c(C)o2)c1 (stereo unspecified)
 : 0.7, 97, -0.6, -15, 0, -4, -19, -4, -3, 15
> COc1cc2cc(CCOC(=O)c3ccc(C#N)cc3)oc(=O)c2cc1OC
 : 0.1, 96, -2.6, /, 1, 2, 25, -4, -10, -6
> COc1ccc(-n2c(Cc3cccn3C)nnc2SCC(=O)Nc2nc(C)cs2)cc1
 : 0.0, 102, -0.2, 0, 0, 1, 12, 2, -6, /
> Oc1[nH]c2ccccc2c1N=NC(=S)N1CCOCC1
 : 0.1, 95, -0.3, 17, 0, -16, 29, -14, /, -4
> CCOC(=O)c1[nH]c2ccccc2c1NC(=O)CC(C)(C)C
 : -0.1, 104, 1.2, 6, -4, -1, 3, 0, -5, 0
> COc1ccccc1C(=O)Oc1cc(N)n(S(=O)(=O)c2ccccc2)n1
 : -0.1, 87, 2.5, 12, -1, 4, 9, 3, -7, 2
> O=C(Nc1ccc(NC(=S)NC(=O)c2ccccc2Cl)cc1)c1cccc(Cl)c1
 : 1.0, 98, 1.7, 4, -2, 0, 3, -2, /, 7
> O=C(N=C1SC2CS(=O)(=O)CC2N1Cc1ccc(F)cc1)C1CCCO1 (stereo unspecified)
 : -0.3, 103, 0.2, 0, 1, 0, 4, -7, -2, 2
> O=C(Cc1ccc(Cl)cc1)NNc1c(F)c(F)cc(F)c1F
 : -0.3, 104, -0.4, 2, -2, 1, 0, -2, -3, 5
> CC(=O)c1cccc(NC(=O)N2CCCC2C(=O)NCc2ccc3c(c2)OCO3)c1 (stereo unspecified)
 : -0.4, 99, -0.2, 15, 4, 0, 4, -4, -2, 5
> CC(C)(C)Nc1c([N+](=O)[O-])c(=O)sc2ccccc12
 : -0.2, 102, -2.1, 2, -1, 1, 4, 2, -6, -3
